HCMV antiviral: qHTS Assay for inhibitors of the human cytomegalovirus (HCMV) | HFF cells, HCMV-luciferase reporter, 72 h; hits give low values | activity change, negative = inhibition, % at 57.5 µM | 4.5% of 410,000 active; in the data active means activity change below about -60%; inconclusive means no clear call, values can overlap the other calls; inactive means above about -39%; further: on the % scale 0 is the no-effect control and ±100 the full control effect
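Two-dose cell screen: HFF monolayers treated with compounds and infected with luciferase-expressing HCMV at 1 PFU/cell, 72 h at 37C, then lysed for luciferase measurement.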
AmpC detergent: qHTS Inhibitors of AmpC Beta-Lactamase (assay with detergent) | P00811 | 0.041% of 370,000 active | Potency, µM (doses to about 114 µM), for the others: top-dose activity change, negative = inhibition, actives largely listed as inhibitors | AID 485294, 2010 | AmpC hydrolysis of nitrocefin, absorbance 480 nm, 0.01% Triton;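 further: potency means the concentration at half of the fitted maximal effect; 0% = no-compound wells and -100% = no-enzyme wells; nearly all actives have a fitted effect of over 25% in size; some results filed as inactive show a strong effect at the top dose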
Target sequence (P00811 whole entry, looked up): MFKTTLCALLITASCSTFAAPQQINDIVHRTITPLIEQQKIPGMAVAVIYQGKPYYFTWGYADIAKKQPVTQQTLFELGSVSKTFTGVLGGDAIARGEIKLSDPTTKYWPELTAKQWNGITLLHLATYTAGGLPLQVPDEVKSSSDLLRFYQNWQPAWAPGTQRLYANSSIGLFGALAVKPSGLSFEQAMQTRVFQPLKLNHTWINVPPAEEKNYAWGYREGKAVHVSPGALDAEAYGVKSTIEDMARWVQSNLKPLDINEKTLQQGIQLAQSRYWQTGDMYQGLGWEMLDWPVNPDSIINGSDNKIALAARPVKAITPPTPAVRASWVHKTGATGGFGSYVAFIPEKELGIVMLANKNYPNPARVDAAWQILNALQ
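20 mM phosphate pH 7.0 + 0.01% (detergent screen) or 0.0001% Triton X-100; 5.3 nM AmpC reagent; cpd preinc 15 min RT; nitrocefin (800 uM stock) to start; A480 q20 s × 4 min; Activity was normalised to no-enzyme and no-compound control wells.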
Cycloheximide cs: Cycloheximide Counterscreen for Small Molecule Inhibitors of Shiga Toxin. 12% of 300,000 active. max response, %. cell reporter, cycloheximide protein synthesis inhibition counterscreen; in the data active means max response mostly above about 13%, no sharp cut-off; inactive means mostly below about 14%; further: read at 38.3 µM for the half of the compounds with a filed dose; 0% is about no effect
Giardia FBPA inh: qHTS Assay for Inhibitors of Fructose-1,6-bisphosphate Aldolase from Giardia Lamblia | A8B2U2 | purified Giardia FBPA | Potency, µM (highest dose often 59.6 µM), for the others: at the highest dose activity, negative = inhibition, hits mostly inhibitors | 0.71% of 290,000 active | AID 2451, 2010; further: potency means the concentration at half of the fitted maximal effect; on the % scale 0 is the no-effect control and ±100 the full control effect; nearly all actives have a fitted effect of over 55% in size
Target sequence (A8B2U2 whole entry, looked up): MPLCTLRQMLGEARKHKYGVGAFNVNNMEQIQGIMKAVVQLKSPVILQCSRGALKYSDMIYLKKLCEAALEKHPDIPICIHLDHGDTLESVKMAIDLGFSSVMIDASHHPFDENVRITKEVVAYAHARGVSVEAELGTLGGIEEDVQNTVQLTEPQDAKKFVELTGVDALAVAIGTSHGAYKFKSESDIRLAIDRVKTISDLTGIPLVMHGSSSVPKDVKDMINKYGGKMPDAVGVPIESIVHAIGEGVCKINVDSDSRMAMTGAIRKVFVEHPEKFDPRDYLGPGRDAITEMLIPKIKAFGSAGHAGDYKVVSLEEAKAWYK
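40 nM FBPA preincubated 10 min at RT with compound (up to 57.5 uM final), then substrate plus GAPDH/TPI/NAD/arsenate coupling and diaphorase/resazurin added. Fluorescence read after 20 min at RT, 525/598 nm.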
AmpC inh no detg: qHTS Inhibitors of AmpC Beta-Lactamase (assay without detergent) | Potency, µM (highest dose often 57.1 µM), for inactives: at the top dose activity change, negative = inhibition, most hits filed as inhibitors | AmpC nitrocefin hydrolysis, absorbance 480 nm, 0.0001% Triton | 0.52% of 330,000 active | P00811;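 further: potency means the concentration at half of the fitted maximal effect; plate controls were no compound for no effect and no enzyme for full effect; nearly all actives have a fitted effect of over 20% in size; some results filed as inactive show a strong effect at the top dose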
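20 mM phosphate pH 7.0 + 0.01% (detergent screen) or 0.0001% Triton X-100; 5.3 nM AmpC reagent; cpd preinc 15 min RT; nitrocefin (800 uM stock) to start; A480 q20 s × 4 min; Activity was normalised to no-enzyme and no-compound control wells.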
Shiga toxin inh: A qHTS for Small Molecule Inhibitors of Shiga Toxin; inhibition, % at 38.7 µM; 9.2% of 290,000 active; Vero cells, Shiga toxin protein synthesis inhibition reporter; AID 2315, 2010; in the data active means inhibition mostly above about 28%, no sharp cut-off; inactive means mostly below about 43%; further: 0% is about no effect
AMA1-RON2 inh: qHTS for Inhibitors of AMA1-RON; Towards Development of Antimalarial Drug Lead: Primary Screen; Plasmodium falciparum AMA1 (3D7) - RON2 peptide interaction; 0.2% of 360,000 active; Potency, µM (series often up to 58.2 µM), for the others: top-dose activity change, negative = inhibition, actives largely listed as inhibitors; AlphaScreen AMA1-biotinylated RON2 peptide binding;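 further: potency means the concentration at half of the fitted maximal effect; 0% = vehicle wells and -100% = peptide control; nearly all actives have a fitted effect of over 45% in size; some results filed as inactive show a strong effect at the top dose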
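AMA1 (3D7) with his tag at 25 nM final met compounds first, then biotinylated RON2 peptide at 25 nM; detection used donor plus acceptor beads, 10 µg/mL apiece, read by AlphaScreen after 30 min at room temperature.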
* hit, by the source's call; u = inconclusive; x = no result given; & = joins results of further samples; [ ] = another dose, or the depositor's remark. Unless noted, the call rests on the fitted dose curve; in most records, active means well fitted curve in the direction sought with a large enough effect; inconclusive means small, poorly fitted or top-dose-only effect, or another doubt; inactive means no such curve, though single readings can be large; an effect the other way counts as inactive or inconclusive.

A first look:
SMILES	HCMV antiviral	AmpC detergent	Cycloheximide cs	Giardia FBPA inh	AmpC inh no detg	Shiga toxin inh	AMA1-RON2 inh
CC(NC(=O)c1ccc2ccccc2n1)c1ccccc1 (stereo unspecified)	-3	-1%	-2	11%	-8%	-11	2%
Cc1cc2oc(C(=O)NC3CCS(=O)(=O)C3)c(C)c2cc1C (stereo unspecified)	27	u	3	-6%	2%	23	-5%
CN1CCN(CCCc2c3c(cc4c2CCC4)CCC3)CC1	-10	-8%	0	-6%	24%	-5	-1%
O=C(c1ccccc1)N1CCCC(C(=O)N2CCc3ccccc3C2)C1 (stereo unspecified)	11	2%	1	2%	1%	19	-5%
CCN(CC(=O)NC(c1ccccc1)c1ccccc1)Cc1nc2ccccc2c(=O)[nH]1	-4	1%	-2	1%	48%	12	128%[activator]
CN(C)C(=O)CNc1n[nH]c(=S)[nH]c1=O	-8	10%	0	16µM*	-7%	47	77%[activator]
Cc1ccc(Cl)cc1S(=O)(=O)N1CCC(C(=O)NC2CCN(Cc3ccccc3)CC2)CC1	-72*	-12%	-2	8%	11%	1	-6%
CCCCN(C(=O)CSc1n[nH]c(-c2ccc(C)cc2)n1)c1c(N)n(CCCC)c(=O)[nH]c1=O	u	0%	x	x	-20%	x	14%
O=C(Cc1cc(=O)[nH]c(=O)[nH]1)NCc1ccc(Cl)cc1	43	u	-3	-4%	-11%	-12	17%
C=CCn1c(N2CCCCCC2)nc2c1c(=O)[nH]c(=O)n2C	-17	3%	-2	0%	-10%	-9	-5%
CNS(=O)(=O)c1cc(-c2nnc(Nc3ccc(NC(C)=O)cc3)c3ccccc23)ccc1C	-66*	2%	6	8%	-6%	-5	-1%
CN(C(=O)c1ccc(COc2ccccc2Br)o1)c1ccccc1	16	1%	15*	5%	20%	27*	11%
Fc1cccc(-c2nn[nH]n2)c1	5	-3%	-1	6%	-13%	-3	-1%

The whole of this part, from the first entry:
SMILES	HCMV antiviral	AmpC detergent	Cycloheximide cs	Giardia FBPA inh	AmpC inh no detg	Shiga toxin inh	AMA1-RON2 inh
CC(NC(=O)c1ccc2ccccc2n1)c1ccccc1 (stereo unspecified)	-3	-1%	-2	11%	-8%	-11	2%
Cc1cc2oc(C(=O)NC3CCS(=O)(=O)C3)c(C)c2cc1C (stereo unspecified)	27	u	3	-6%	2%	23	-5%
CN1CCN(CCCc2c3c(cc4c2CCC4)CCC3)CC1	-10	-8%	0	-6%	24%	-5	-1%
O=C(c1ccccc1)N1CCCC(C(=O)N2CCc3ccccc3C2)C1 (stereo unspecified)	11	2%	1	2%	1%	19	-5%
CCN(CC(=O)NC(c1ccccc1)c1ccccc1)Cc1nc2ccccc2c(=O)[nH]1	-4	1%	-2	1%	48%	12	128%[activator]
CN(C)C(=O)CNc1n[nH]c(=S)[nH]c1=O	-8	10%	0	16µM*	-7%	47	77%[activator]
Cc1ccc(Cl)cc1S(=O)(=O)N1CCC(C(=O)NC2CCN(Cc3ccccc3)CC2)CC1	-72*	-12%	-2	8%	11%	1	-6%
CCCCN(C(=O)CSc1n[nH]c(-c2ccc(C)cc2)n1)c1c(N)n(CCCC)c(=O)[nH]c1=O	u	0%	x	x	-20%	x	14%
O=C(Cc1cc(=O)[nH]c(=O)[nH]1)NCc1ccc(Cl)cc1	43	u	-3	-4%	-11%	-12	17%
C=CCn1c(N2CCCCCC2)nc2c1c(=O)[nH]c(=O)n2C	-17	3%	-2	0%	-10%	-9	-5%
CNS(=O)(=O)c1cc(-c2nnc(Nc3ccc(NC(C)=O)cc3)c3ccccc23)ccc1C	-66*	2%	6	8%	-6%	-5	-1%
CN(C(=O)c1ccc(COc2ccccc2Br)o1)c1ccccc1	16	1%	15*	5%	20%	27*	11%
Fc1cccc(-c2nn[nH]n2)c1	5	-3%	-1	6%	-13%	-3	-1%
O=C(NCc1ccco1)/C(=C\c1ccco1)NC(=O)c1ccccc1Cl	-13	-8%	-3	0%	-13%	-3	3%
COc1ccc(N=NC2=C(O)CC(C)(C)CC2=O)cc1	-14	-1%	47*	3%	-2%	124*	-19%
O=C(NCc1ccncc1)C(=O)Nc1nccs1	-27	5%	1	u	-3%	16	57%[activator]
NC(=O)C1CCN(CC(=O)Nc2ccccc2Sc2ccccc2)CC1	24	-12%	1	4%	10%	5	5%
Cc1nc2ccccc2c(=O)n1-c1ccc(F)c(NC(=O)c2cccs2)c1	-37	u	x	x	-23%	x	0%
CCC1(c2ccccc2)NC(=O)N(CC(=O)Nc2ccc(OC)nc2)C1=O (stereo unspecified)	0	3%	-3	x	-15%	14	-9%
Cc1cnnc2ccc3c(no[n+]3[O-])c12	43	-2%	-3	-1%	-14%	-14	0%
CCCCNC(=O)CSc1nnc(-c2ccco2)n1C	-27	-10%	1	1%	-17%	-13	-10%
CN(CC(=O)NCCCN1CCOCC1)S(=O)(=O)c1ccc(Br)cc1	-12	u	-3	-5%	5%	-9	2%
COc1cc(OC)cc(-c2c(C#Cc3ccsc3)c3cc(-c4ccc(C(N)=O)cc4)ccc3n2C)c1	22	2%	x	x	-32%	x	-3%
COc1ccc(S(=O)(=O)N2CCCC(C(=O)NCCC(C)C)C2)cc1 (stereo unspecified)	-12	1%	-1	18%	43%	12	4%
C=CCn1c(-c2cc(-c3ccc(C)cc3)nc3ccccc23)n[nH]c1=S	16	-10%	13	2%	-38%	13	22%
CCc1nc(SCC(=O)Nc2nccs2)c2oc3ccccc3c2n1	25	u	0	5%	16%	2	0%
CC(=O)Nc1ccc(S(=O)(=O)NC2=C(N3CCN(c4ccc(F)cc4)CC3)C(=O)c3ccccc3C2=O)cc1	-23	-6%	9	u	-15%	-10	u
Cc1ccc(-n2nnnc2SCC(=O)NC2CCCc3ccccc32)cc1 (stereo unspecified)	-21	-7%	8	-3%	-32%	5	-4%
CN(Cc1cn(C)nc1-c1ccccc1F)Cc1nccn1C	13	-7%	-1	4%	1%	-18	29%
O=C(O)c1ccc(/C=N/Nc2ccc(C(F)(F)F)cn2)cc1	43	-8%	35*	-6%	-36%	84*	6%
COc1ccc(NC(=O)c2cc3ccccc3oc2=O)c(OC)c1	13	-12%	51*	2%	-6%	133*	-10%
COc1ccc(CNC(=S)NC(C)CCc2ccccc2)cc1 (stereo unspecified)	17	-12%	1	-2%	-27%	-3	-13%
OCCN1CCN(CCCN2c3ccccc3Sc3ccc(C(F)(F)F)cc32)CC1	-16	-6%	-7	13%	197%[activator]	-25	-27%
CC1=NN(c2ccccc2)C(=O)C1C(=O)c1ccc([N+](=O)[O-])cc1 (stereo unspecified)	-16	3%	21	12%	-22%	27	-2%
O=C(NCc1ccco1)c1ccc(Cl)cc1[N+](=O)[O-]	-25	-7%	-4	0%	-8%	-3	-2%
COc1cc(S(=O)(=O)N2CCC(O)(c3cccc(C(F)(F)F)c3)CC2)ccc1-n1cnnn1	-27	-1%	-3	1%	-7%	-6	7%
COc1cccc(-c2nn(-c3ccccc3)cc2C(=O)n2nnc3ccccc32)c1	35	-5%	-2	1%	-17%	-4	14%
Cc1cc(C)c2c(c1)C1C=CCC1C(c1ccc(S(=O)(=O)N3CCOCC3)cc1)N2 (stereo unspecified)	0	-7%	1	1%	26%	-22	12%
COc1ccc(N=C2S/C(=C\c3ccc(OC(C)C(=O)O)c(OC)c3)C(=O)N2CCc2c[nH]c3ccccc23)cc1 (stereo unspecified)	-29	1%	-3	1%	31%	-13	-5%
O=C1NC(=O)c2c1c1c3ccccc3[nH]c1c1[nH]c3ccccc3c21	x	x	-4	-5%	x	-8	x

Reformatted field by field: two of the compounds above.
smiles: CN(CC(=O)NCCCN1CCOCC1)S(=O)(=O)c1ccc(Br)cc1
- HCMV antiviral: -12
- AmpC detergent: u
- Cycloheximide cs: -3
- Giardia FBPA inh: -5%
- AmpC inh no detg: 5%
- Shiga toxin inh: -9
- AMA1-RON2 inh: 2%

smiles: Cc1ccc(-n2nnnc2SCC(=O)NC2CCCc3ccccc32)cc1 (stereo unspecified)
- HCMV antiviral: -21
- AmpC detergent: -7%
- Cycloheximide cs: 8
- Giardia FBPA inh: -3%
- AmpC inh no detg: -32%
- Shiga toxin inh: 5
- AMA1-RON2 inh: -4%

Next part.
SMILES	HCMV antiviral	AmpC detergent	Cycloheximide cs	Giardia FBPA inh	AmpC inh no detg	Shiga toxin inh	AMA1-RON2 inh
Cc1c(C(=O)NN)nn(-c2ccc(F)cc2)c(=O)c1C#N	-29	-5%	-8	-6%	2%	3	46%[activator]
CN(CC1CCOCC1)C(=O)CC1C(=O)NCCN1Cc1ccc(F)c(F)c1 (stereo unspecified)	10	-5%	-3	x	15%	-5	-2%
O=C(c1cc([N+](=O)[O-])ccc1N1CCOCC1)N1CCCCC1	u	-4%	-5	1%	-12%	3	2%
CCOC(=O)C1CCN(Cc2coc3c(Cl)cc(Cl)cc3c2=O)CC1	24	1%	-3	-21%	-22%	21	-2%
Cc1cc(=O)oc2cc(Nc3ccccc3)ccc12	36	3%	60*	-6%	-20%	55*	30%
O=C1CCCC2=C1C(c1cccs1)n1nc(SCc3ccc(C(=O)O)cc3)nc1N2 (stereo unspecified)	-39	0%	-3	8%	-32%	-26	-8%
CC(O)CNc1nc2c(c(=O)n(Cc3ccc(Cl)cc3)c(=O)n2C)n1C (stereo unspecified)	25&-23	8%&3%	-2	-1%	71%[activator]	-12	-6%
C/C(=N\NC(=O)c1nnn(-c2nonc2N)c1CN(C)c1ccccc1)c1ccccn1	x	2%	2	9%	14%	-16	-83%
COc1ccc(CNC(=O)CSc2nc3ccccc3n2C(C)=O)cc1	-10	-14%	-3	12%	-21%	-5	-4%
O=C(c1cccc(S(=O)(=O)Nc2ccccc2Cl)c1)N1CCN(C(=O)c2ccco2)CC1	-27	-2%	0	9%	-16%	11	14%
COc1ccc(C(C)=O)cc1CSc1nnc(C)s1	5	-6%	0	8%	-9%	39	-12%
COc1ccc(N(CC(=O)Nc2ccc(C)cn2)S(=O)(=O)c2c(C)noc2C)cc1	u	0%	0	-9%	-6%	6	-10%
CC(=O)Nc1ccc(NC(=O)CSc2nnc(CC(C)O)n2-c2ccccc2)cc1 (stereo unspecified)	56	0%	-4	-2%	-4%	14	-3%
CC1CCc2sc(C(=O)NCC(c3ccco3)N3CCCCC3)cc2C1 (stereo unspecified)	-62*	7%	x	x	-5%	x	3%
Cc1cc(=O)n2nc(N3CCCC(C(=O)NCc4cccc(Br)c4)C3)sc2n1 (stereo unspecified)	-18	-4%	8	-4%	40%	-9	22%
CCC(=O)NCCCCNC(=O)CC	6	-3%	-2	1%	-20%	-7	8%
Cn1c(=O)c2c(O)c(C=NCc3ccccc3)c(=O)n(C)c2n(C)c1=O	-7	2%	-1	-2%	-22%	-9	11%
O=C1CSC(=Nc2ccc(Cl)cc2)N1Cc1ccco1	-40	-6%	-2	0%	-26%	-9	-1%

Screens from PubChem.

Outcome played no part in choosing rows. Share with any hit: about 16%.
